From PubChem BioAssay
RAD52 anneal inh = blocks human RAD52 DNA annealing. AID 651710. P43351. inhibition, % at 18.7 µM. actives 0.46% (n = 360,000). recombinant RAD52 DNA annealing, FRET fluorescence;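 active means every replicate showing at least 50% inhibition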
Target sequence (P43351 whole entry, looked up): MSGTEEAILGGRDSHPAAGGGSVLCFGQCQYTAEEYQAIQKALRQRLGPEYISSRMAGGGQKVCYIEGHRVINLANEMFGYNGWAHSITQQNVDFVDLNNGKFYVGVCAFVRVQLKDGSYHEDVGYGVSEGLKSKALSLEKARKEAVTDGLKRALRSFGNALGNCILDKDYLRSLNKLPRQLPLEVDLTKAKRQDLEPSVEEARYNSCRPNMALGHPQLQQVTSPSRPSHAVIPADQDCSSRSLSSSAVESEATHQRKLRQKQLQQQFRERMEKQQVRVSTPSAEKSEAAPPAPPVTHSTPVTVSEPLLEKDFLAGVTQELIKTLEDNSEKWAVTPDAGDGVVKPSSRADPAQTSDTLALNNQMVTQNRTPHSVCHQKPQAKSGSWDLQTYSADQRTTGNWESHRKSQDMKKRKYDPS
ERAP1 inh = ERAP1 (human) enzyme inhibition; Q9NZ08; recombinant ERAP1, Leu-AMC fluorescence, 60 min; inhibition, % at 10.7 µM; actives 0.15% (n = 340,000);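 active means mean replicate inhibition of at least 30%, or all replicates individually reaching that 30% level; inactive means mean below 30% and not every replicate reaching it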;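 further: 0% = neutral control wells and 100% = L-leucinethiol positive control wells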
GSIS activator = GLuc luminescence reporter in INS-1E cells, primary screen for activators of glucose-dependent secretion of insulin | INS-1E GLuc reporter insulin secretion, 2-3 h | actives 0.61% (n = 370,000) | activation, % at 16.6 µM | AID 743287;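 active means lowest replicate activation of at least 40%, so every replicate reaches that level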;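 further: 0% = median of neutral control wells and 100% = median of IBMX positive control wells; some compounds called inactive have numbers as strong as hits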
RAD54 branch = blocks human RAD54 Holliday junction branch migration. AID 602329. Q92698. actives 0.14% (n = 360,000). inhibition, % at 10.4 µM. FAM/BHQ fluorescence;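 active means mean normalized replicate activity at least 40 and at least half of replicates scoring 40 or more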;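 further: 0% = median of neutral control wells and 100% = median of positive control wells; inhibitors cause a drop in the FAM fluorescence signal; in these data hits start at about 50%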
F508del corr = correctors of CFTR F508del function in bronchial epithelial cells; AID 720511; actives 0.36% (n = 350,000); activity (quench increase), % at 7.58 µM; CFBE cells, YFP halide quenching; stimulated with forskolin plus potentiator P3; % fluorescence drop versus neutral controls;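 active means mean added fluorescence quench of at least 8% versus neutral control, with both replicates also reaching 8%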;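 further: cells transiently co-express mutant CFTR-F508del with the halide-sensitive YFP; corrector assay measuring rescue of mutant channel to the surface after 24 h compound exposure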
Xi reactivation = activators of X-chromosome reactivation in mouse fibroblasts | XiGFP mouse fibroblasts, % GFP-positive cells imaging, 3 d; cells co-treated with 5-aza-dC sensitizer; scaled so ellipticine positive control = 100% | activation, % at 7.58 µM | actives 0.055% (n = 360,000) | AID 743238;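 active means mean normalized replicate activation at least 10% and every replicate at or above 10%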;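 further: 0% = median of on-plate neutral control wells and 100% = ellipticine 6 µM median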
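System: SV40-immortalized XiGFP fibroblast cells, line 68-5-11 / Incubation: 3-day compound exposure, then 15 min fixation at room temperature / Compound: single concentration per compound, delivered by pin transfer / Buffer or medium: DMEM plus 5-aza-dC sensitizer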
ARNT-TACC3 inh = ARNT/TACC3 interaction disruption; AID 623870; inhibition, % at 9.99 µM; Q9Y6A5; AlphaScreen His-ARNT PAS-B/GST-TACC3 binding, luminescence; TACC3 fragment carries E629A point mutation; actives 0.66% (n = 390,000);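 active means mean inhibition of replicates at least 50% and at least half of replicates each reaching 50%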;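 further: 0% = complete ARNT plus TACC3 wells and 100% = ARNT alone without TACC3; many hits fall short of the cut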
esBAF inh = inhibitors of esBAF chromatin remodeling in mouse ES cells | Bmi1-luciferase knock-in reporter, 24 h; 100% = twice the neutral-well signal | reporter increase, % at 12.5 µM | actives 2% (n = 350,000); in the data active means activation above about 40%;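 further: 0% = median of the plate's neutral control wells and 100% = double that signal; a rise in the Bmi1 reporter signal indicates esBAF inhibition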
Active calls of the source: *; . = not tested or not shown. Not all compounds are listed; the hit share may differ from the screen's.

SMILES	RAD52 anneal inh	ERAP1 inh	GSIS activator	RAD54 branch	F508del corr	Xi reactivation	ARNT-TACC3 inh	esBAF inh
CCCC(C)C1(CC)C(=O)NC(=O)N=C1N (centres undefined)	5.9	1.1	-5.9	.	1.4	0.0	2.4	-2.4
Cc1cccc(NC(=O)COC(=O)c2cc(C)n(C3CC3)c2C)c1	-32.1	-4.4	-0.5	3.8	-1.8	-0.1	2.7	1.2
CC1=C(C)CC2(C(=O)NC(=S)NC2=O)C(C)C1 (centres undefined)	-9.8	-3.0	32.5	.	-3.1	0.2	-4.4	.
O=c1[nH]c(O)c(N=Nc2cc(C(F)(F)F)ccc2Cl)c(=O)[nH]1	-3.0	1.0	12.4	.	2.3	0.0	-7.0	.
CNC(=O)C[C@H]1CC[C@@H]2NC[C@H](O)COC[C@H]2O1	-14.9	.	-0.3	.	1.0	0.0	.	.
CCOc1cc2c(cc1OCC)-n1cccc1C(c1cc(OC)ccc1F)NC2 (centres undefined)	-8.8	-0.4	-33.8	1.8	1.0	-0.1	23.8	5.1
CCOC(=O)c1cccc(-[n+]2c(-c3ccccc3)cc(-c3ccccc3)cc2-c2ccccc2)c1	-11.0	-3.4	-51.7	4.3	2.4	0.0	-1.5	-51.5
CCc1c(C(=O)NN2C(=O)C3C4CCC(O4)C3C2=O)csc1C (centres undefined)	-8.4	-7.2	-3.0	-7.1	.	0.3	1.9	0.2
CCC1(c2ccccc2)C(=O)NC(=S)NC1=O	-9.6	2.4	7.8	.	-0.5	0.2	-2.8	.
CCOc1cccc(CNCCc2c(C)[nH]c3ccc(OC(F)(F)F)cc23)c1O	21.2	1.9	-50.5	12.1	0.7	0.5	16.0	-24.9
CN(C)C(=O)Oc1ccc(Br)cc1C(=O)Nc1ccc(F)c(Cl)c1	-12.0	.	.	6.9	-1.1	0.2	1.4	2.0
O=Cc1cn(Cc2ccc(Br)cc2)c2ccccc12	-27.1	-0.5	-17.1	-22.0	1.7	0.0	7.4	1.5
COc1cc(/C=C2\C(=O)NC(=O)N(c3ccc(C)cc3)C2=O)cc(OC)c1O	-108.3	3.0	-15.8	-13.7	-1.3	0.0	.	-3.0
CCOc1ccccc1-n1c(O)c(C=Nc2c(C)n(C)n(-c3ccccc3)c2=O)c(=O)[nH]c1=O	.	.	-11.7	-2.9	.	.	10.3	-6.3
CC(=NCCN(C)C)c1c(O)n(Cc2ccccc2)c(=O)[nH]c1=O	-18.5	3.0	8.8	.	0.6	0.2	-7.6	-4.7
COC(=O)[C@@H]1[C@@H](CO)[C@@H]2Cn3c(ccc(-c4cccc(C(=O)N(C)C)c4)c3=O)[C@H]1N2CC1CC1	-5.5	-0.5	2.5	.	-0.7	0.1	.	.
COc1ccc(-c2nn(CCC#N)cc2C(=O)NCc2ccccc2)cc1[N+](=O)[O-]	-4.9	-0.8	.	-9.6	3.9	0.0	-0.1	-4.3
O=C1NCN(c2ccccc2)C12CCNCC2	.	.	-1.1	10.0	.	.	4.3	-6.7
CC(=NCCN1CCCCC1)c1c(O)n(Cc2ccccc2)c(=O)[nH]c1=O	.	.	5.1	-2.5	.	.	-6.4	-1.4
O=c1[nH]c(O)c(N=Nc2ccc([N+](=O)[O-])cc2)c(=O)[nH]1	-11.2	9.1	4.2	.	-5.6	0.0	.	.
O=C1C2CCCN2C(c2cccnc2)N1c1ccc(Cl)cc1 (centres undefined)	.	.	27.4	-4.7	.	.	-2.9	-9.2
CCCCCCC(=O)N/N=C/c1c(O)n(CCc2ccccc2)c(=O)[nH]c1=O	-30.5	.	-14.2	-7.1	5.2	0.0	-27.0	-3.1
O=P(/C=C1\OCc2ccccc21)(Oc1ccccc1)Oc1ccccc1	-16.5	1.7	-31.6	.	1.3	-0.1	.	.
CCOc1cc(C=C2C(=O)NC(=O)NC2=O)ccc1OCC(=O)N1CCOCC1	.	.	-2.7	-3.2	.	-0.1	4.1	.
O=[N+]([O-])c1ccc(-[n+]2c(-c3ccccc3)cc(-c3ccccc3)cc2-c2ccccc2)cc1	-6.2	-0.9	-15.8	6.4	-1.0	0.3	24.2	-11.6
O=C(O)[C@@H]1C[C@H]1[C@@H](NP(=O)(c1ccccc1)c1ccccc1)c1ccccc1	-3.7	0.2	10.5	-3.3	-1.2	0.1	-4.6	8.4
O=C1NCN(c2ccccc2)C12CCN(C(c1ccccc1OC(F)(F)F)c1nnnn1-c1ccc3c(c1)OCCO3)CC2 (centres undefined)	0.5	.	-28.3	4.8	-1.6	0.0	.	-4.9
COC(=O)C1=C(c2ccc(OC(F)(F)F)cc2)C[C@@H]2CC[C@H]1N2C(=O)NC1CCCCC1	0.9	1.4	-38.4	-2.1	1.0	0.0	11.4	-13.7
COc1ccc2[nH]c3c(c2c1)CCN[C@H]3C	-0.7	1.2	-1.5	.	0.8	0.0	.	.
COC(=O)C1=C(c2cccc(C#N)c2)C[C@@H]2CC[C@H]1N2C(=O)N1CCC(C)CC1	-4.3	-3.3	-34.2	-14.2	1.0	0.1	11.2	11.2
O=C(O)C1C(C(=O)O)C2(Cl)C(Cl)=C(Cl)C1(Cl)C2(Cl)Cl (centres undefined)	-18.9	-2.8	0.2	2.7	2.8	.	.	2.6
COC(=O)C1=C(c2cccc(OC)c2OC)C[C@@H]2CC[C@H]1N2C(=O)NCc1ccco1	-19.6	-1.6	-13.4	9.1	0.3	0.0	6.0	-8.7
CCCCn1c(O)c(/C=N/NC(=O)c2ccncc2)c(=O)[nH]c1=O	-31.2	3.5	8.6	-9.6	-0.8	0.0	65.7*	.
COc1ccc(C(=O)C2CCCN(Cc3ccsc3)C2)cc1OC (centres undefined)	-26.8	3.2	23.1	.	-2.8	0.1	.	.
CC(C)(C)n1cc(C(=O)c2ccc3ccccc3c2O)cn1	-7.4	-1.8	-12.3	.	3.6	0.0	0.1	.
O=[N+]([O-])c1ccc(NCc2ccc(Cl)cc2)c2ccncc12	0.1	0.3	-0.1	8.2	0.4	0.0	.	-1.9
CC1=NN(c2ccccc2)C(=O)/C1=C/c1c(O)[nH]c(=O)[nH]c1=O	-12.6	3.3	5.0	5.1	-1.1	0.0	3.2	-16.6
COc1ccc(-n2c(O)c(C=NCCN3CCN(C(C)=O)CC3)c(=O)[nH]c2=S)cc1	-9.8	-0.1	6.3	-2.8	-0.9	0.1	3.3	5.6
Cc1nn(Cc2ccccc2)c(Cl)c1C(=O)OCC(=O)NCC1CCCO1 (centres undefined)	-0.6	0.2	2.6	.	0.5	-1.1	-4.3	.
CC(C)OP(=O)(OC(C)C)C(O)c1cccnc1 (centres undefined)	.	.	3.7	1.5	.	0.1	.	4.9
CCC1C2CC3C4N(C)c5ccccc5C45CC(C2C5O)N3C1O (centres undefined)	-3.7	-3.6	-6.8	-1.7	1.3	.	.	5.5
C/C(=N\NC(N)=O)c1c(O)n(C)c(=O)n(C)c1=O	0.2	3.2	-24.1	.	0.6	0.0	2.3	.
O=C(c1sc2ccccc2c1Cl)N1CCC2(CC1)OCCO2	-17.5	-0.9	0.9	2.0	-1.5	.	-3.7	13.0
Cc1cc(/C=C2\C(=O)NC(=O)N(c3ccc(Br)cc3)C2=O)c(C)n1C	-58.9	1.4	1.1	-6.4	.	0.5	.	-4.4
COC1CCC(OC2CC(C3(C)CCC4(CC(O)C(C)C(C(C)/C=C(\C)C(=O)C(C)CC(C)C(=O)O)O4)O3)OC3(OC(C4OC(O)(CO)C(C)CC4C)CC3C)C2C)OC1C (centres undefined)	13.9	-0.2	.	.	-2.6	0.7	-1.2	.
C[C@]12CC[C@@H](O)C[C@@H]1CC[C@@H]1[C@@H]2CC[C@]2(C)[C@@H](O)CC[C@@H]12	-5.6	-4.2	.	1.5	-0.7	-0.2	12.0	6.4
COc1ccc2[nH]c3c(c2c1)CCNC3	-4.8	-0.9	.	7.8	-2.0	.	6.2	-3.0
Cc1cccc(N=Nc2ccc(N(C)C)cc2)c1	0.2	-1.0	5.2	-2.6	-0.1	0.0	-4.5	1.6
Cc1ccc(NC(=O)CN2C(=O)CN=C(c3ccccc3)c3cc(Cl)ccc32)cc1	0.3	-3.7	-21.4	4.1	2.2	0.0	1.8	9.4
CCC1(CC)C(=O)N(Cc2ccccc2)C(=O)N(Cc2ccccc2)C1=O	-13.5	1.1	-1.8	0.5	.	.	-7.2	-1.9
O=C(Cc1ccccc1)N1CCCCN2[C@H](C1)[C@H](c1ccc(C#Cc3ccccc3)cc1)[C@@H]2CO	-7.6	-0.7	24.0	-8.1	-0.9	-0.1	-15.9	.
C/C=C(\C)C(=O)N[C@@H](c1ccccc1)[C@@H](O)C(=O)O[C@H]1C[C@@]2(O)[C@@H](OC(=O)c3ccccc3)C3[C@](C)(C(=O)[C@H](OC(C)=O)C(=C1C)C2(C)C)[C@H](O)C[C@H]1OC[C@@]31OC(C)=O (some centres undefined)	-4.2	.	.	-2.0	5.7	.	-15.0	-4.9
CC(=O)Nc1ccc(OC(=O)N(C)c2ccc(C)cc2)cc1	-5.0	1.3	-5.0	3.0	-3.5	0.2	1.1	10.0
CC(O)(CS(=O)(=O)c1cccc(C(F)(F)F)c1)C(=O)Nc1cccc(C(F)(F)F)c1 (centres undefined)	.	.	-33.1	-4.6	.	.	-5.1	-11.7
S=C(NCCc1ccccc1)N1Cc2cc(Br)ccc2-n2nncc2C1	-17.4	.	-27.8	-5.0	-0.5	0.0	.	0.8
COC(=O)C1=C(c2cccc(OCc3ccccc3)c2)C[C@@H]2CC[C@H]1N2C(=O)NCc1ccccc1C(F)(F)F	-4.5	-4.0	-6.7	-1.9	-0.4	0.0	26.6	-1.8

Structures from the list above containing fluorine (eight):
SMILES	RAD52 anneal inh	ERAP1 inh	GSIS activator	RAD54 branch	F508del corr	Xi reactivation	ARNT-TACC3 inh	esBAF inh
O=c1[nH]c(O)c(N=Nc2cc(C(F)(F)F)ccc2Cl)c(=O)[nH]1	-3.0	1.0	12.4	.	2.3	0.0	-7.0	.
CCOc1cc2c(cc1OCC)-n1cccc1C(c1cc(OC)ccc1F)NC2 (centres undefined)	-8.8	-0.4	-33.8	1.8	1.0	-0.1	23.8	5.1
CCOc1cccc(CNCCc2c(C)[nH]c3ccc(OC(F)(F)F)cc23)c1O	21.2	1.9	-50.5	12.1	0.7	0.5	16.0	-24.9
CN(C)C(=O)Oc1ccc(Br)cc1C(=O)Nc1ccc(F)c(Cl)c1	-12.0	.	.	6.9	-1.1	0.2	1.4	2.0
O=C1NCN(c2ccccc2)C12CCN(C(c1ccccc1OC(F)(F)F)c1nnnn1-c1ccc3c(c1)OCCO3)CC2 (centres undefined)	0.5	.	-28.3	4.8	-1.6	0.0	.	-4.9
COC(=O)C1=C(c2ccc(OC(F)(F)F)cc2)C[C@@H]2CC[C@H]1N2C(=O)NC1CCCCC1	0.9	1.4	-38.4	-2.1	1.0	0.0	11.4	-13.7
CC(O)(CS(=O)(=O)c1cccc(C(F)(F)F)c1)C(=O)Nc1cccc(C(F)(F)F)c1 (centres undefined)	.	.	-33.1	-4.6	.	.	-5.1	-11.7
COC(=O)C1=C(c2cccc(OCc3ccccc3)c2)C[C@@H]2CC[C@H]1N2C(=O)NCc1ccccc1C(F)(F)F	-4.5	-4.0	-6.7	-1.9	-0.4	0.0	26.6	-1.8
